Assay outcomes (PubChem BioAssay)
PAX8 inh HTS = PAX8 transcriptional activity inhibition. 360,000 tested, 1.2% active. inhibition, % at 12.6 µM. RMG-I TPO-luciferase reporter, SteadyGlo, 24 h;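 active means mean replicate inhibition at least 60% with every replicate also reaching 60%; inconclusive means only one of the two criteria is met; inactive means mean below 60% and not all replicates reaching 60%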;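 further: luciferase light reporting Pax8 driven TPO promoter activity; plate controls were median of neutral control wells for no effect and mitoxantrone controls for full effect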
ERp5 block = ERp5 (human) disulfide isomerase inhibition; 350,000 tested, 0.05% active; ERp5 insulin aggregation, absorbance 650 nm, 90 min; inhibition, % at 9.99 µM; AID 651711;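 active means mean replicate inhibition above about 25%, with every replicate also reaching it, limit read from the data, passing the limit was not always enough; inconclusive means only one of those two criteria met; inactive means neither criterion met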
Target sequence (Q15084 whole entry, looked up): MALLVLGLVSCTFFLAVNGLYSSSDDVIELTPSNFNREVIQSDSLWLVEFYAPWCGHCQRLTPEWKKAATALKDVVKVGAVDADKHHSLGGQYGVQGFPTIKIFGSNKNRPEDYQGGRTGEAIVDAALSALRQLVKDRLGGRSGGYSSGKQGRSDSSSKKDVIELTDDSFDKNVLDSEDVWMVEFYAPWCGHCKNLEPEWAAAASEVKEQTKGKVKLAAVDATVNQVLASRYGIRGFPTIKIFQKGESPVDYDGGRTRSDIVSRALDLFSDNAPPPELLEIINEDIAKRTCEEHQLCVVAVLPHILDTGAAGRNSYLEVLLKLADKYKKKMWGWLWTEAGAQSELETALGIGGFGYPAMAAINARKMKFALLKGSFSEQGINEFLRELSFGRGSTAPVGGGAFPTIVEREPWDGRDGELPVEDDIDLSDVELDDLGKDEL
Xi reactivation = activators of X-chromosome reactivation in mouse fibroblasts | XiGFP mouse fibroblasts, % GFP-positive cells imaging, 3 d; cells co-treated with 5-aza-dC sensitizer; scaled so ellipticine positive control = 100% | activation, % at 7.58 µM | AID 743238 | 360,000 tested, 0.055% active;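 active means mean normalized replicate activation at least 10% and every replicate at or above 10%; inconclusive means only one of the two criteria met; inactive means mean below 10% and not all replicates reach 10%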;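 further: 0% = median of on-plate neutral control wells and 100% = ellipticine 6 µM median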
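assay system = SV40-immortalized XiGFP fibroblast cells, line 68-5-11 | buffer or medium = DMEM plus 5-aza-dC sensitizer | doses = single-point pinned compound dosing | times = 3-day compound exposure, then 15 min fixation at room temperature | benchmarks = positive control ellipticine, 6 µM final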
INS-1E GSIS act = GLuc luminescence reporter in INS-1E cells, primary screen for activators of glucose-dependent secretion of insulin; 370,000 tested, 0.61% active; INS-1E GLuc reporter insulin secretion, 2-3 h; AID 743287; activation, % at 16.6 µM;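 active means lowest replicate activation of at least 40%, so every replicate reaches that level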;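 further: 0% = median of neutral control wells and 100% = median of IBMX positive control wells; some compounds called inactive have numbers as strong as hits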
ARNT TACC3 PPI = disrupts binding between human ARNT and TACC3 | AlphaScreen His-ARNT PAS-B/GST-TACC3 binding, luminescence; TACC3 fragment carries E629A point mutation | 390,000 tested, 0.66% active | inhibition, % at 9.99 µM | AID 623870;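 active means mean inhibition of replicates at least 50% and at least half of replicates each reaching 50%; inconclusive means half or more replicates reach 50% but mean below 50%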;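 further: 0% = complete ARNT plus TACC3 wells and 100% = ARNT alone without TACC3; many hits fall short of the cut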
EWS-Fli block = blocks EWS/Fli oncoprotein-driven transcription. 350,000 tested, 0.67% active. AID 651661. A673 NR0B1-luciferase reporter, viability-normalised. inhibition, % at 12.6 µM;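 active means mean inhibition of at least 50% after viability correction, with every replicate also passing that limit; inconclusive means mean reaches 50% but only one of two replicates passes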;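 further: firefly luciferase signal divided by Alamar Blue viability fluorescence both relative to DMSO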
DENV2 CPE rescue = protects cells from dengue virus 2 cytopathic effect; DENV2-infected cells, cytopathic effect rescue, plate reader; CPE inhibition, % at 9.99 µM; 350,000 tested, 1.7% active; in the data active means CPE inhibition above about 20%, passing the limit was not always enough; inconclusive means no clear call, values can overlap the other calls; tested in BHK-21 cells;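 further: 0% = median of neutral control wells and 100% = median of positive control wells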
CFTR F508del cor = correctors of CFTR F508del function in bronchial epithelial cells | CFBE cells, YFP halide quenching; stimulated with forskolin plus potentiator P3; % fluorescence drop versus neutral controls | activity (quench increase), % at 7.58 µM | 350,000 tested, 0.36% active | AID 720511;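 active means mean added fluorescence quench of at least 8% versus neutral control, with both replicates also reaching 8%; inconclusive means only one of the mean or replicate conditions met; inactive means mean below 8% and not both replicates reaching 8%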;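 further: cells transiently co-express mutant CFTR-F508del with the halide-sensitive YFP; corrector assay measuring rescue of mutant channel to the surface after 24 h compound exposure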
An asterisk follows results filed as active; ? = inconclusive; . = not tested or not shown.

SMILES | PAX8 inh HTS | ERp5 block | Xi reactivation | INS-1E GSIS act | ARNT TACC3 PPI | EWS-Fli block | DENV2 CPE rescue | CFTR F508del cor
COc1ccccc1NC(=O)N(C)C[C@@H]1Oc2ncc(C#CCC(C)C)cc2C(=O)N([C@H](C)CO)C[C@H]1C | -1 | -3 | -0.3 | -15 | -4 | 6 | 9 | 2.7
CCc1noc(C)c1C(=O)NNC(=O)c1ccc(Br)cc1 | -10 | 3 | 0.1 | -2 | 0 | -3 | -4 | -1.9
CS(=O)(=O)N(CC(=O)NCCSCc1ccccc1)c1ccccc1F | -3 | -8 | 0.0 | -2 | -5 | 7 | 15 | 3.3
COc1ccccc1OCC(=O)NNC(=O)c1c(-c2ccccc2Cl)noc1C | -10 | 1 | 0.0 | 5 | -6 | 3 | 8 | -2.4
CCC(=O)NC[C@@H]1[C@@H](c2ccc(-c3ccc(F)cc3)cc2)[C@@H](CO)N1C(=O)CC | . | 1 | 0.0 | 6 | . | . | -14 | -0.5
Cn1cncc1C#Cc1ccc2cc(CCCO)oc(=O)c2c1 | -8 | ? | -0.2 | 17 | -3 | -8 | -4 | 0.3
C[C@H]1CN([C@@H](C)CO)C(=O)c2cc(NC(=O)CCN3CCOCC3)ccc2O[C@H]1CN(C)S(C)(=O)=O | -11 | 0 | 0.0 | 13 | -5 | 0 | 0 | 3.5
CC(C)N=C(NS(=O)(=O)c1ccccc1)C(Cl)(Cl)Cl | 96* | 1 | 0.6 | -7 | -3 | 48 | -6 | .
COC(=O)[C@H]1C[C@@]2(O)CN(S(=O)(=O)c3ccc(C)cc3)C[C@@]2(OC(=O)Nc2c(C)noc2C)C[C@H]1C(=O)OC | 12 | 2 | -0.1 | 10 | . | -11 | -8 | -1.5
NC(=O)c1cc(C(=O)c2ccc(Cl)cc2)c[nH]1 | -52 | 4 | 0.0 | 19 | 14 | -14 | -4 | -0.2
O=C(CCS(=O)(=O)c1ccccc1)Nc1nccs1 | 40 | 7 | 0.0 | . | -4 | 1 | 2 | -1.0
Cc1ccc(SCC(=O)OCC(=O)N(C)CC(=O)Nc2ccccc2Cl)cc1 | 0 | 1 | -0.1 | 0 | -17 | 2 | -2 | 1.2
Brc1ccc2nc(-c3ccncc3)c(NC3CCCC3)n2c1 | -1 | 10 | 0.3 | 11 | -9 | 5 | -2 | 1.7
CC(C)NC(=O)N(C)C[C@@H]1Oc2c(NC(=O)C3CC3)cccc2C(=O)N([C@H](C)CO)C[C@H]1C | -33 | -3 | -0.7 | 34 | -6 | -5 | -5 | -1.2
CCC(C)Sc1ccc([C@H]2N[C@@](C)(C(=O)OC)[C@H]3C(=O)N(CC)C(=O)[C@@H]23)cc1 (stereo partly drawn) | -3 | 1 | 0.1 | -16 | -10 | -5 | -13 | 0.2
CCOC(=O)C1=C(C)NC(C)=C(C(=O)OCC)C1c1ccncc1 | 20 | -1 | 0.0 | . | . | 6 | 13 | 0.5
O=C(Nc1ccccc1F)N[C@@H]1CC[C@@H](CCNS(=O)(=O)c2ccc(Cl)cc2)O[C@H]1CO | 24 | 6 | -0.2 | -2 | -2 | 0 | 0 | 0.9
COc1ccccc1NC(=O)N[C@H]1CC[C@@H](CCNS(=O)(=O)c2ccc(F)cc2)O[C@@H]1CO | 6 | 3 | -0.2 | -3 | 10 | -3 | -2 | -3.5
O=C(NC1CCCC1)C1CCN(C(=O)c2ccc(-c3ccccc3)cc2)CC1 | 6 | -2 | 0.0 | -2 | 5 | -2 | -3 | 3.4
Cc1cc(OCC(=O)N2CCc3ccccc3C2)c(C)cc1Br | -2 | 4 | 0.2 | 1 | -4 | -11 | -2 | -2.9
CC1CCCN(C(=O)C2COc3ccccc3O2)C1 (stereo not drawn) | . | -1 | 0.1 | . | 0 | -8 | -6 | -2.4
COc1ccc(CN(C)C[C@@H]2OCCCC[C@@H](C)Oc3ccc(NC(=O)c4ccncc4)cc3C(=O)N([C@@H](C)CO)C[C@H]2C)cc1 | . | 1 | 0.0 | -1 | 11 | -1 | -4 | 1.1
COc1ccc(C(=O)NC(=S)NNC(=O)c2c(-c3ccccc3)noc2C)cc1 | 103* | 3 | 0.3 | 7 | -2 | 18 | . | -0.5
C[C@@H]1CN([C@@H](C)CO)C(=O)c2cc(-c3cncnc3)cnc2O[C@@H]1CN(C)C(=O)c1cccc(F)c1 | . | -5 | -0.4 | 33 | 3 | -15 | 3 | -1.1
COC(=O)c1cc(NC(=O)c2nn(C)c(=O)c3ccccc23)cc(C(=O)OC)c1 | -6 | -4 | 0.8 | 8 | 27 | 5 | -1 | -0.7
O=C(COc1ccc(Br)cc1F)Nc1nnc(C2CC2)s1 | 3 | -6 | 0.0 | . | -5 | 4 | ? | 0.4
CCN(CC)S(=O)(=O)c1ccc(Cl)c(C(=O)NC(C)C(c2cccs2)N2CCCC2)c1 (stereo not drawn) | 16 | 0 | 0.0 | -8 | 28 | 3 | 0 | 0.1
CC(C)NC(=O)N(C)C[C@@H]1Oc2ccc(NC(=O)CCC(F)(F)F)cc2C(=O)N([C@H](C)CO)C[C@@H]1C | 5 | 2 | -0.4 | -2 | -3 | 5 | -2 | -0.7
CN(Cc1ccccc1)C(=O)c1ccc(NC(=O)Cc2ccc(NC(=O)C3CCCN(C(=O)C4CCCCC4)C3)cc2)cc1 (stereo not drawn) | -1 | -6 | 0.0 | -6 | -2 | 11 | -11 | -1.4
Clc1cccc(CN2CCN(Cc3nc(CCc4ccccc4)no3)CC2)c1 | -11 | 1 | 0.0 | -45 | 2 | 6 | 0 | -1.1

Random excerpt: 2 compounds from above, in no set order.
SMILES | PAX8 inh HTS | ERp5 block | Xi reactivation | INS-1E GSIS act | ARNT TACC3 PPI | EWS-Fli block | DENV2 CPE rescue | CFTR F508del cor
Clc1cccc(CN2CCN(Cc3nc(CCc4ccccc4)no3)CC2)c1 | -11 | 1 | 0.0 | -45 | 2 | 6 | 0 | -1.1
Cc1ccc(SCC(=O)OCC(=O)N(C)CC(=O)Nc2ccccc2Cl)cc1 | 0 | 1 | -0.1 | 0 | -17 | 2 | -2 | 1.2

Going on with the list.
SMILES | PAX8 inh HTS | ERp5 block | Xi reactivation | INS-1E GSIS act | ARNT TACC3 PPI | EWS-Fli block | DENV2 CPE rescue | CFTR F508del cor
O=C(CN1CCCC1)N1c2ccccc2C=Cc2ccccc21 | 10 | -3 | -0.1 | -1 | -13 | -11 | 0 | 0.7
Cc1cc([N+](=O)[O-])nn1Cc1ccc(C(=O)N/N=C/c2ccc(F)cc2)cc1 | -11 | 3 | 0.0 | . | -2 | -5 | 3 | -1.5
O=C1NC(c2cc(Cl)cc([N+](=O)[O-])c2O)Nc2ccccc21 (stereo not drawn) | -10 | -12 | -0.1 | 29 | -4 | -14 | 5 | 0.0
CCCCNC(=O)CC1S/C(=N/N=C/c2ccc(OC)cc2)NC1=O (stereo not drawn) | 0 | 1 | 0.0 | -6 | -11 | 1 | . | 1.7
COc1cccc(N2CCN(c3cnc4ccccc4n3)CC2)c1 | -149 | 3 | 0.1 | 0 | -18 | -115 | -3 | -1.2
CCCCN1C(=O)c2ccc(C(=O)OCC(=O)N3CCN(c4ccccc4)CC3)cc2C1=O | -2 | 2 | 0.1 | . | -9 | 0 | -1 | 0.0
COc1ccc(Cn2c(-c3ccc(OC)cc3)n[nH]c2=S)cc1 | 18 | 1 | 0.3 | 30 | -2 | 15 | 15 | -0.6
O=C(Nc1ccc(NC(=O)c2ccc3c(c2)OCO3)cc1)c1cccc(Cl)c1 | -6 | -2 | 0.0 | -2 | 3 | -1 | -3 | -0.8
O=C(NCc1ccco1)C1CCN(c2ccc(N3CCOCC3)nn2)CC1 | -40 | -9 | 0.4 | 5 | -2 | 19 | -1 | -2.5
C/C(=C\c1ccco1)CN1CCC(N2CCC(C(=O)N3CCOCC3)CC2)CC1 | 9 | 7 | -0.2 | 24 | 19 | 11 | 2 | 1.7
OC[C@@H](O)[C@@H](O)[C@H](O)[C@@H](O)CO | . | -3 | . | . | . | 1 | 18 | 5.1
COc1ccc(NC(=O)Nc2ccc3c(c2)CC(=O)N([C@@H](C)CO)C[C@H](C)[C@H](CN(C)Cc2ccncc2)O3)cc1 | 11 | -5 | 0.3 | -13 | 9 | -1 | ? | 1.5
C[C@@H]1CN([C@H](C)CO)C(=O)Cc2cc(NS(=O)(=O)c3ccc(Cl)cc3)ccc2O[C@@H]1CN(C)S(=O)(=O)c1ccccc1 | 3 | 3 | 0.1 | -21 | 3 | -5 | 11 | -0.8
COc1ccc(S(=O)(=O)Nc2ccc3c(c2)C(=O)N([C@@H](C)CO)C[C@@H](C)[C@@H](CN(C)C(=O)Nc2ccc(C(F)(F)F)cc2)OCCCC[C@@H](C)O3)cc1 | 35 | 9 | -0.2 | 14 | 10 | -2 | 9 | 1.4
C[C@H](CO)N1C[C@H](C)[C@H](CN(C)S(=O)(=O)c2ccc(Cl)cc2)Oc2ccc(NS(=O)(=O)c3cn(C)cn3)cc2CC1=O | 0 | -1 | -0.8 | 0 | 7 | -3 | -1 | 1.1
CC(C)NC(=O)Nc1ccc2c(c1)C(=O)N([C@@H](C)CO)C[C@H](C)[C@H](CN(C)C(=O)NC(C)C)O2 | 0 | 3 | -0.5 | -1 | 0 | -5 | 1 | -2.0
C[C@H]1CN([C@@H](C)CO)C(=O)c2cc(NC(=O)CCCN(C)C)ccc2O[C@@H]1CN(C)S(=O)(=O)c1ccccc1 | -3 | -3 | 0.0 | 3 | 1 | 0 | 1 | 0.9
Cc1nc2c(C(=O)NCc3cccs3)cnn2c(C)c1Cc1ccc(F)cc1 | 12 | -5 | -0.1 | 3 | . | 0 | 17 | .
COc1cccc(S(=O)(=O)N[C@H]2CC[C@H](CCNC(=O)Nc3cc(F)ccc3F)O[C@@H]2CO)c1 | -2 | 3 | 0.6 | -17 | -3 | 6 | -5 | -0.6
O=C(NCCCn1ccnc1)/C(=C\c1cccs1)NC(=O)c1cccs1 | 19 | -3 | 0.1 | 4 | . | 18 | 5 | -1.5
O=Cc1ccc(OCc2ccc3c(c2)OCO3)cc1 | -63 | 3 | 0.3 | 16 | -8 | -29 | -2 | -0.8
COc1ccc(-c2nnc(NC(=O)c3cc(Cl)ccc3Cl)o2)cc1 | 0 | 3 | 0.0 | 3 | 21 | 8 | -4 | 1.9
COc1ccccc1NC(=O)CSc1nnnn1Cc1ccccc1 | . | -1 | . | -7 | -4 | 0 | 7 | -1.2
CCCNC(=O)N1CC2(CCN(C(=O)CN(C)C)CC2)c2c(n(C)c3cc(OC)ccc23)[C@H]1CO | -12 | 0 | 0.2 | -4 | . | -10 | 3 | -2.5
O=C(O)c1[nH]c2ccc([N+](=O)[O-])cc2c1-c1ccccc1 | -7 | -3 | 0.2 | 2 | . | 8 | -8 | 0.1
COc1c2c(cc3oc(=O)c4c5ccc(O)cc5oc4c13)OC(C)(C)CC2 | . | -4 | . | -3 | 5 | -77 | 2 | -0.9
CO[C@H]1CN(C)C(=O)c2ccc(NC(=O)c3nc4ccccc4s3)cc2OC[C@H](C)N(Cc2cncnc2)C[C@H]1C | -22 | -4 | 0.3 | -14 | 0 | -20 | -4 | 0.9
O=C(C[C@@H]1C=C[C@H](NC(=O)Nc2ccc3c(c2)OCO3)[C@H](CO)O1)NCc1ccc2c(c1)OCO2 | -10 | 5 | 0.0 | 17 | 10 | -8 | 5 | 1.0
